Screening data: PubChem BioAssay, National Center for Advancing Translational Sciences (NCATS)
Lamin A splicing – LMNA splicing modulation. 200,000 tested, 0.01% active. HeLa LMNA splicing GFP/RFP minigene ratio, 48 h. Potency, µM (doses to about 46.1 µM), inactives show top-dose ratio change, negative = inhibition, usual class: inhibitors. AID 1487; active = well fitted inhibition curve with a large enough effect in the signal ratio, with a control signal flat, not every such curve was filed as active; inconclusive = small, poorly fitted or top-dose-only effect, or effect the other way, or a change in a side signal; the % refers to the signal ratio; also: % is scaled to controls: 0 for no effect and ±100 for the full control effect
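S3 HeLa stable clones carrying a lamin A-EGFP splicing minigene plus DsRed2 were seeded at 600 cells/well in Opti-MEM with 2% FBS, pin-dosed and incubated 48 h at 37°C. Acumen cytometry (488 nm) gave the GFP/RFP total-intensity ratio.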
Epigenetic derep – regulators of epigenetic silencing causing reporter derepression in mouse cells; 280,000 tested, 0.2% active; Potency, µM (titrated, usually from 53.9 µM), for inactives: top-dose GFP activation, most hits filed as activators; murine LDR cells, GFP reporter derepression, 30 h; AID 1865; active = well fitted activation curve with a large enough effect; inconclusive = small, poorly fitted or top-dose-only effect; also: % of control where 0% means no effect; nearly all actives have a fitted effect of over 60% in size
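Murine LDR cells carrying a silenced, genomically integrated CMV-driven GFP reporter were exposed to compound for 30 hours at 37 C. After PBS washes, GFP-positive cells (20–120 um objects) were counted by laser-scanning microplate cytometry.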
* = called active by the depositor; ? = inconclusive; [ ] = another dose, or the depositor's remark. Potency is read from the fitted curve at half-maximal effect. An excerpt; the hit share may differ from the screen's.

SMILES	Lamin A splicing	Epigenetic derep
COc1ccc(CCN2C(=O)CN(C3CCCCCC3)C(=O)C2c2ccc(OC(C)C)c(OC)c2)cc1OC (stereo not given)	-6%[46 µM]	-1.5%
COc1ccc(-c2csc3ncnc(Nc4cc(OC)cc(OC)c4)c23)cc1	?	-3.7%
O=C(CSc1nc2c([nH]c3ccccc32)c(=O)n1-c1ccccc1F)Nc1ccccc1C(F)(F)F	0%[46 µM]	0.8%
CC(C)NC(=O)CN1C(=O)CCn2nc(-c3cn(C)c4ccccc34)cc21	-2%[46 µM]	-1.7%
COc1ccc(C)cc1NC(=O)Cc1c(C(=O)O)c(C)cn1C	-4%[46 µM]	-1.3%
Cc1ccccc1C(=O)Nc1ccccc1C(=O)OCc1cc(=O)n2ccsc2n1	11%[46 µM]	-2.4%
Cc1ccc(NC(=O)NCc2cccn2Cc2ccccc2)cc1F	10%[46 µM]	8.8%
CCN(CC)C(=O)CSc1nc2cc3c(cc2c(=O)n1CCCC(=O)NCc1ccc2c(c1)OCO2)OCO3	-22%[46 µM]	-1.3%
CC(C)c1ccc(NC(=O)CSC2=Nc3ccccc3C3=NC(CC(=O)NCc4ccc(F)cc4)C(=O)N23)cc1 (stereo not given)	-21%[46 µM]	-1.3%
CCOC(=O)c1ccc(CN(Cc2ccc(C)cc2)S(=O)(=O)c2ccc(NC(C)=O)cc2)cc1	-4%[46 µM]	-0.7%
O=C(NC1(C(F)(F)F)C(=O)Nc2c1c(=O)[nH]c(=O)n2-c1ccc(Cl)cc1)c1ccccc1F (stereo not given)	1%[46 µM]	3.6%
COC(=O)Cn1c(=O)c2c(nc3n2CCN3c2ccc(F)cc2)n(C)c1=O	15%[46 µM]	0.8%
Cc1ccc(-c2nn3c(=O)cc(CN4CCN(C(=O)Nc5cc(Cl)ccc5C)CC4)nc3s2)cc1	7%[46 µM]	-0.1%
Cc1noc(-c2ccc(-c3noc(-c4cccc(F)c4)n3)cc2)n1	-15%[46 µM]	0.0%
Cc1nc(N2CCCC2)ncc1C(=O)NCc1cccc(Cl)c1	?	-1.0%
CCOC(=O)c1ccc(NC(=O)CCCn2c(=O)c3cccn3c3ccccc32)cc1	15%[46 µM]	0.0%
CCOC(=O)C1CCN(C(=O)CSc2n[nH]c(-c3ccccc3)n2)CC1	6%[46 µM]	-3.4%
COc1ccc(OC)c(CNC(=O)C2CCN(S(=O)(=O)c3cn(C)cn3)CC2)c1	13%[46 µM]	-2.8%
CCOc1ccc(CC(=O)NCC(c2cccs2)S(=O)(=O)c2ccc(F)c(C)c2)cc1 (stereo not given)	?	-2.4%
O=C(c1ccccc1Br)N1CCC(c2nc3ccccc3o2)CC1	5%[46 µM]	4.1%
Cc1ccc(CCNC(=O)c2c(C)oc3nc(C)nc(N4CCOCC4)c23)cc1	23%[46 µM]	-1.3%
Cc1nnc(N2CCC(C(=O)NC(C)C)CC2)c2nn(-c3ccccc3)c(C)c12	?	0.0%
CCOC(=O)C1CCN(C(=O)CN2c3ccc(C(C)C)cc3-c3ccccc3S2(=O)=O)CC1	?	-2.7%
COc1ccc(NC(=O)CSc2nnc(-c3nonc3NC(C)=O)n2C)cc1Cl	13%[46 µM]	3.2%
COc1cccc(NC(=O)CCC(=O)N2Cc3ccccc3Oc3ncccc32)c1	18%[46 µM]	6.3%

Part of the list above in order of length of the SMILES, descending.
SMILES	Lamin A splicing	Epigenetic derep
CCN(CC)C(=O)CSc1nc2cc3c(cc2c(=O)n1CCCC(=O)NCc1ccc2c(c1)OCO2)OCO3	-22%[46 µM]	-1.3%
Cc1ccc(-c2nn3c(=O)cc(CN4CCN(C(=O)Nc5cc(Cl)ccc5C)CC4)nc3s2)cc1	7%[46 µM]	-0.1%
CCOC(=O)c1ccc(NC(=O)CCCn2c(=O)c3cccn3c3ccccc32)cc1	15%[46 µM]	0.0%
CC(C)NC(=O)CN1C(=O)CCn2nc(-c3cn(C)c4ccccc34)cc21	-2%[46 µM]	-1.7%
Cc1ccccc1C(=O)Nc1ccccc1C(=O)OCc1cc(=O)n2ccsc2n1	11%[46 µM]	-2.4%

Single records (already shown).
Listed for CC(C)c1ccc(NC(=O)CSC2=Nc3ccccc3C3=NC(CC(=O)NCc4ccc(F)cc4)C(=O)N23)cc1 (stereo not given) = Lamin A splicing: -21%[46 µM]; Epigenetic derep: -1.3%
Listed for Cc1nnc(N2CCC(C(=O)NC(C)C)CC2)c2nn(-c3ccccc3)c(C)c12 = Lamin A splicing: ?; Epigenetic derep: 0.0%

The list continues.
SMILES	Lamin A splicing	Epigenetic derep
CCN(CC)C(=O)Cn1c(=O)n(CC2CCC(C(=O)NC)CC2)c(=O)c2sccc21 (stereo not given)	-6%[46 µM]	0.0%
Cc1ccc2[nH]c3c(=O)n(CC(=O)NCCCN4CCN(c5ccc(F)cc5)CC4)ncc3c2c1	2%[46 µM]	0.0%
CCOc1ccc(NC(=O)c2ccc3nc(Cc4ccccc4)oc3c2)cc1	26%[46 µM]	-1.7%
CCOc1ccc(CNC(=O)c2ccc3c(c2)nc2n3CCCCC2)cc1	?	-3.7%
CCOc1ccc(OCC)c(NC(=O)CC(C)n2nc(C)cc2C)c1 (stereo not given)	7%[46 µM]	1.1%
COc1cccc(C(=O)Nc2ccc(C(=O)OCc3cc(=O)n4nc(C5CC5)sc4n3)cc2)c1	7%[46 µM]	1.6%
COc1ccc(-c2nnc3n2N(C(C)=O)C(c2ccc(Cl)c(Cl)c2)=C(C(C)=O)S3)cc1	-7%[46 µM]	-1.2%
O=C(Cn1c(-c2cccs2)cc2ccccc21)NCCc1ccc(Cl)cc1	?	0.0%
COc1ccc(CCN2C(=O)CN(C3CCC(C)CC3)C(=O)C2c2ccc(OC(C)C)c(OC)c2)cc1OC (stereo not given)	-23%[46 µM]	-0.6%
O=C(Nc1ccc(Br)cc1)c1ccc(F)c(S(=O)(=O)N2CCc3ccccc32)c1	?	1.8%
CCOC(=O)c1c(C)[nH]c(C)c1S(=O)(=O)N1CCN(c2ccc(Cl)cc2)CC1	-8%[46 µM]	-0.2%
Cc1nc(-c2ccc(Cl)cc2)sc1CCNC(=O)c1cccs1	?	0.0%
COc1ccc(NC(=O)CN2CCN(C3CCCCC3)C(=O)C2=O)cc1	-13%[46 µM]	0.0%
COC(=O)c1ccccc1NC(=O)c1cc(-c2ccccc2O)no1	-8%[46 µM]	3.9%
CCCOc1ccc(C2C(=O)N(C3CCCCCC3)CC(=O)N2CCC)cc1OC (stereo not given)	2%[46 µM]	4.1%
Cc1ccc(-n2ncc3c(Nc4cccc(C(F)(F)F)c4)ncnc32)cc1C	?	7.9%
Cc1cccc(N2CCN(S(=O)(=O)c3cc(C(=O)Nc4ccccc4Cl)ccc3F)CC2)c1C	?	5.3%
COc1ccc(CNC(=O)CCCN2C(=O)c3cccnc3Oc3ccc(Cl)cc32)cc1	-1%[46 µM]	1.2%
CN(C(=O)CSc1nc2ccccc2n1CC(=O)N(C)C1CCCCC1)c1ccccc1	5%[46 µM]	-5.6%
Cn1c(SCc2ccc(F)cc2)nc2c([nH]c3ccccc32)c1=O	?	2.2%
CC1CCCCN1S(=O)(=O)c1ccc(F)c(C(=O)Nc2ccccc2C(F)(F)F)c1 (stereo not given)	-8%[46 µM]	0.6%
CNC(=O)C1CCC(Cn2c(=O)c3sccc3n(CC(=O)NCc3ccccc3)c2=O)CC1 (stereo not given)	?	0.0%
Cc1c(Cl)cccc1-n1ncc(C(=O)NC2CCCCC2)c1C1CCN(C(=O)OC(C)(C)C)CC1	-5%[46 µM]	0.0%
CCOC(=O)N1CCN(Cc2nc3cc([N+](=O)[O-])ccc3n2C(C)C)CC1	4%[46 µM]	-1.6%
COc1ccc(NC(=O)c2cc3c(=O)n(Cc4cccs4)ccc3nc2C)c(OC)c1	-6%[46 µM]	2.9%

Remaining list, next part
SMILES	Lamin A splicing	Epigenetic derep
CCC(=O)N1CCCc2cc(S(=O)(=O)N3CCC(C(=O)Nc4ccc(C#N)cc4)CC3)ccc21	-4%[46 µM]	1.2%
CCOC(=O)c1c(S(=O)(=O)N2CCC(C(=O)Nc3cccc(C#N)c3)CC2)c(C)n(C)c1C	-16%[46 µM]	-1.3%
CCOC(=O)C1=C(CN2CCN(C)CC2)NC(=O)NC1c1ccc(F)cc1 (stereo not given)	22%[46 µM]	-1.2%
O=C(CNC(=O)c1ccccc1F)OCc1cc(=O)n2ccsc2n1	7%[46 µM]	4.4%
Cc1ccc(C)c2sc(NC(=O)c3ccc(S(=O)(=O)N4CCCC4)cc3)nc12	?	11%
COc1ccccc1CNS(=O)(=O)c1ccc(F)c(C(=O)Nc2cc(Cl)ccc2OC)c1	-21%[46 µM]	2.8%
COc1ccc(S(=O)(=O)NCC(c2ccco2)N2CCN(c3ccc(F)cc3)CC2)cc1 (stereo not given)	-8%[46 µM]	4.6%
Cc1c(Cl)cccc1NC(=O)C(=O)NCC(c1cccnc1)N1CCN(c2ccccc2)CC1 (stereo not given)	21%[46 µM]	0.3%
Cc1ccccc1NC(=O)Cn1c(=O)oc2cc(Br)ccc21	-8%[46 µM]	3.6%
COC(=O)c1scc(-c2ccc(C)cc2)c1S(=O)(=O)N1CCN(c2ccccc2F)CC1	-3%[46 µM]	0.0%
CCOC(=O)c1c(C)oc2nc(C)nc(NCCc3ccc(OC)c(OC)c3)c12	-8%[46 µM]	-1.3%
COc1ccc(S(=O)(=O)NCC(c2ccco2)N2CCN(c3ccc(F)cc3)CC2)cc1C (stereo not given)	-8%[46 µM]	0.4%
Cc1cc(-c2ccc(S(=O)(=O)Nc3ccc(Cl)cc3)cc2)on1	-5%[46 µM]	0.0%
CCOc1ccc(CC(=O)Nc2nnc3n2CCS3)cc1	?	0.0%
CCOc1cc(CNC(=O)NC2COc3ccc(OC)cc3C2)cc(OCC)c1OCC (stereo not given)	?	1.8%
COc1ccc(S(=O)(=O)n2nc(C)c(S(=O)(=O)N3CCCCCC3)c2C)cc1OC	-2%[46 µM]	-0.6%
COc1ccc(C)cc1NC(=O)COCc1cc(-c2cccs2)on1	-1%[46 µM]	1.2%
O=C1CN(C(=O)c2cccc(Br)c2)C(c2ccccc2)c2cc(Cl)ccc2N1 (stereo not given)	-4%[46 µM]	3.3%
O=C(Nc1ccc(Cl)cc1Cl)c1cc(S(=O)(=O)NCc2ccc3c(c2)OCO3)ccc1F	1%[46 µM]	8.4%
CCCCOc1ccc(CNC(=O)c2cnc3sc(N4CCCC4)nn3c2=O)cc1	-2%[46 µM]	0.0%
CCOc1ccc(CC(=O)NC2CC(=O)N(c3ccc4c(c3)OCCO4)C2)cc1 (stereo not given)	10%[46 µM]	-0.1%
CCC(C(=O)Nc1cc(-c2cn3cccnc3n2)ccc1C)c1ccccc1 (stereo not given)	?	2.2%
Cc1ccc(CNc2ncnc3c2nnn3C)cc1	-3%[46 µM]	2.1%
Cc1ccc(-n2ncc(C(=O)N3CCCCC3)c2C2CCN(C(=O)OC(C)(C)C)CC2)c(C)c1	-6%[46 µM]	2.1%
CCOC(=O)c1c(C)oc2nc(C)nc(N3CCN(c4cc(Cl)ccc4C)CC3)c12	?	-1.3%

The listing continues:
SMILES	Lamin A splicing	Epigenetic derep
CC1(C)C(=O)N(CC(=O)Nc2ccc(OC(F)(F)F)cc2)c2ccccc21	-3%[46 µM]	0.8%
Cc1cccc(OCC(=O)Nc2cc(-c3ccccc3F)nn2-c2ccccc2)c1	?	1.4%
COc1ccc(-n2ccn(CC(=O)NCc3ccc(C)cc3)c(=O)c2=O)cc1OC	?	0.8%
COc1ccc(C)cc1NC(=O)Cn1c(=O)oc2cc(S(=O)(=O)N3CCCCCC3)ccc21	19%[46 µM]	0.0%
Cc1c(CCNC(=O)C(C)(C)C)sc2nc(-c3ccc(F)cc3)nn12	-4%[46 µM]	-0.6%
Cc1ccc(/C=C/c2onc(C)c2S(=O)(=O)N2CCC(C(=O)N3CCN(c4cc(C)ccc4C)CC3)CC2)cc1	-4%[46 µM]	-1.7%
CCOc1ccc(C(=O)Nc2ccc(OCc3cc(=O)n4cccc(C)c4n3)cc2)cc1	0%[46 µM]	-1.9%
COc1cc(NS(=O)(=O)c2c(C(=O)N3CCCCC3)c(C)n(C)c2C)cc(OC)c1OC	27%[46 µM]	1.5%
CCOc1ccc(OCC)c(NC(=O)C2CCN(S(=O)(=O)c3cn(C)cn3)CC2)c1	12%[46 µM]	2.8%
O=C(CSc1nccn1C1CCCC1)Nc1ccc(C(F)(F)F)cc1	?	-0.5%
Cc1ccc(Cl)cc1NC(=O)COCc1cc(-c2ccco2)on1	?	-2.8%
COc1ccc2sc(N(Cc3cccnc3)C(=O)c3ccc4c(c3)OCCO4)nc2c1	?	-1.5%
COC(=O)c1ccccc1NC(=O)c1nc(-c2ccc(C)cc2)n2c1CCCCC2	3%[46 µM]	5.6%
Cc1ccc(Cn2c(CO)cnc2SCC(=O)Nc2ccc(C)c(Cl)c2)cc1	6%[46 µM]	-1.7%
CCCN(C(=O)Cn1cnc2onc(-c3ccc(F)cc3)c2c1=O)c1cccc(Cl)c1	?	1.3%
N#Cc1ccccc1NC(=O)Cn1cnc2onc(-c3cccc(F)c3)c2c1=O	4%[46 µM]	0.1%
CCc1ccc2ncc3c(-c4ccc(F)cc4)nn(CC(=O)NC4CCCCC4)c3c2c1	4%[46 µM]	0.0%
